High-throughput results (PubChem BioAssay)
Salmonella PhoP GFP: inhibitors of PhoP regulon expression, primary screen, Salmonella Typhimurium, GFP reporter (AID 1863); S. Typhimurium PhoP-regulated promoter GFP reporter, 4 h; higher % means a stronger effect; one-dose inhibition, % at 50 µM; IC50 in µM for titrated hits; hit rate 0.16% among 300,000;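 active means inhibition over 29.93%, a cutoff 3 SD above the screen mean, later confirmed by dose response; inconclusive means inhibition over 29.93% but no dose response follow-up; inactive means inhibition at most 29.93% or unconfirmed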;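 further: 0% = low Mg2+ inducing control and 100% = high Mg2+ repressing control; strong numbers were not always called active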
KOR beta-arrestin-1: KOR agonists, beta-arrestin recruitment, primary screen, cell-based, luminescence, uHTS (AID 1777); hit rate 0.02% among 280,000; Kappa-type opioid receptor (Homo sapiens); activation, % at 10 µM; hits with a dose series show EC50 in µM; KOR beta-arrestin recruitment, luminescence; higher % means a stronger effect; in the data active means activation above about 50%, passing the limit was not always enough; further: a part of the inactive calls stands beside numbers as strong as those of hits
NOD1 inhibition: NOD1 signaling inhibitors, primary screen, cell-based, luminescence, uHTS (AID 1578). inhibition, % at 4 µM, or EC50 in µM where a hit was titrated. hit rate 1% among 290,000. NOD1-driven NF-kB luciferase reporter cells, luminescence; higher % means a stronger effect; in the data active means inhibition mostly above about 36%, no sharp cut-off; inactive means mostly below about 34%;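 further: HEK-293T reporter cells stimulated with the NOD1 agonist gamma-tri-DAP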
LYP phosphatase: inhibitors of LYP phosphatase, biochemical, fluorescence intensity, uHTS (AID 1779). Tyrosine-protein phosphatase non-receptor type 22 (Homo sapiens). recombinant LYP phosphatase, fluorescence intensity; higher % means a stronger effect. one-dose inhibition, % at 11.5 µM; IC50 in µM for titrated hits. hit rate 0.054% among 290,000;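 further: plate controls were vehicle with enzyme for no effect and no enzyme for full effect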
HIV fusion peptide: inhibitors of HIV fusion peptide binding, primary screen, biochemical, uHTS, fluorescence dequenching (AID 1986). cell-free peptide binding, fluorescence dequenching, 30 min; higher % means a stronger effect. inhibition, % at 20 µM, or IC50 in µM where a hit was titrated. hit rate 0.3% among 290,000; in the data active means inhibition mostly above about 52%, no sharp cut-off; inactive means mostly below about 76%; further: some results filed as inactive read as strong as hits
KOR beta-arrestin-2: KOR antagonists, beta-arrestin recruitment, cell-based, luminescence, uHTS (AID 1778); Kappa-type opioid receptor (Homo sapiens); KOR beta-arrestin recruitment, luminescence, antagonist mode; higher % means a stronger effect; inhibition, % at 10 µM, or IC50 in µM where a hit was titrated; hit rate 0.091% among 290,000; further: strong numbers were not always called active
NOD2 inhibition: NOD2 signaling inhibitors, cell-based, luminescence, uHTS, HEK293 (AID 1566). HEK293 NOD2/NF-kB luciferase reporter, luminescence; higher % means a stronger effect. hit rate 0.63% among 290,000. inhibition, % at 4 µM; hits with a dose series show EC50 in µM; further: many of its hits are not listed in these tables
SIAH1 antagonists: Siah-1 peptide-binding antagonists, primary screen, biochemical, fluorescence polarization, rhodamine-plectin, uHTS (AID 1817). E3 ubiquitin-protein ligase SIAH1 (Homo sapiens). Siah-1 / rhodamine-plectin peptide fluorescence polarization; higher % means a stronger effect. one-dose displacement, % at 20 µM; IC50 in µM for titrated hits. hit rate 0.02% among 290,000;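 active means displacement of at least 50% at 20 µM, with a fluorescence ratio check between 0.3 and a set limit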;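 further: plate controls were Siah plus tracer with DMSO for no effect and tracer alone without Siah for full effect; strong numbers were not always called active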
Myeloid diff 2: induction of myeloid progenitor differentiation, primary screen, cell-based, flow cytometry, MLPCN library. ER-HoxA9 myeloid progenitors, lysozyme-GFP differentiation. calls only at 10 µM. hit rate 1% among 360,000;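 active means normalized GFP-positive differentiation at or above the plate's own cutoff, the solvent-only control mean plus 3 SD; inconclusive means no clear call, values can overlap the other calls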;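 further: cells exposed to compound for four days before flow analysis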
Myeloid diff 2 GFP+ MAC1+ %: second read-out of Myeloid diff 2, no call of its own (marks repeat the call); GFP+ MAC1+ double positive, %; measured here: differentiation confirmed by MAC1 staining
Numbers without * were called inactive; i = inactive; u = inconclusive; x = not tested or not shown; & = joins results of further samples; [ ] = dose if it differs, or a comment. Unless noted, no stated cut-off is given here; in the data, active means inhibition above about 50%; inactive means the rest. Only part of the results is shown; the hit share may differ from the screen's.

SMILES	Salmonella PhoP GFP	KOR beta-arrestin-1	NOD1 inhibition	LYP phosphatase	HIV fusion peptide	KOR beta-arrestin-2	NOD2 inhibition	SIAH1 antagonists	Myeloid diff 2	Myeloid diff 2 GFP+ MAC1+ %
Cc1cc(C(=O)CSc2ncn[nH]2)c(C)n1-c1cccc(S(=O)(=O)N2CCOCC2)c1	-1%	8.2%	12%	-6%	8.9%	-9%	20%	6%	i	1.3
COc1ccc(OC)c(NC(=O)Nc2cc(NC(=O)Nc3cc(OC)ccc3OC)c(C)nc2C)c1	11%	1.7%	-6%	-9%	-1.6%	16%	10%	-4%	i	1.0
CS(=O)(=O)c1nc(S(=O)(=O)c2ccc(Cl)cc2)c(N2CCC(C(N)=O)CC2)s1	-7%	-0.2%	-25%	0%	1.2%	-2%	-16%	1%	i	7.1
COc1ccc(Nc2nc(-c3ccccc3)nc3ccccc23)cc1S(=O)(=O)N1CCOCC1	-6%	0.6%	5%	2%	0.0%	-5%	13%	12%	i	0.0
Cc1ccc(NC(=O)c2csnn2)c(C)c1	5%	1.3%	-1%	-9%	1.1%	22%	22%	4%	i	0.6
CCc1ccc(NC(=O)c2ccc(F)c(S(=O)(=O)NCC3COc4ccccc4O3)c2)cc1 (stereo not given)	1%	-2.2%	11%	4%	1.0%	19%	19%	-1%	i	0.2
O=C(COc1ccc2ccc(=O)oc2c1)Nc1cccnc1	-1%	-3.7%	-31%	-7%	1.7%	-17%	18%	4%	i	5.3
CC1SCC(NC(=O)c2ccccc2Cl)CS1 (stereo not given)	-6%	-4.4%	-9%	-5%	0.5%	-7%	-31%	2%	i	0.6
Cc1ccc(N2C(=O)CC(NNc3nc4ccccc4s3)C2=O)cc1 (stereo not given)	7%	4.9%	-1%	-4%	-2.7%	-4%	12%	4%	i	0.6
S=c1[nH]nc(-c2cccs2)n1/N=C/c1c(Cl)cccc1Cl	4%	-3.9%	-20%	0%	-0.4%	-74%	19%	-2%	i	0.5
CC(C)CN(C#N)c1nc(N2CCOCC2)nc(N2CCOCC2)n1	3%	0.2%	2%	-12%	2.7%	11%	1%	-4%	u	x
O=[N+]([O-])c1cc2c(cc1CN1CCN(c3ccc(F)cc3)CC1)OCO2	-3%	2.0%	-14%	-3%	-0.8%	-3%[20 µM]	0%	2%	i	0.0
Cc1ccc(C(=O)NCCc2nnc3ccc(SCC(=O)Nc4ccc(C)cc4C)nn23)cc1	-7%	1.9%	9%	-5%	-0.8%	8%	17%	-3%	i	0.6
COc1cc2c(cc1OC)C(C)N(C(=O)c1sc(-c3cnccn3)nc1C)CC2 (stereo not given)	-3%	-0.9%	-1%	-4%	0.6%	26%	9%	6%	x	x
CCNC(=O)NC(=O)CSc1nnc(-c2c[nH]c3ccccc23)o1	1%	3.0%	-44%	-3%	-0.8%	-15%	0%	13%	i	0.2
COc1ccc(CC(=O)Nc2cc(C)c3c(=O)oc4ccccc4c3n2)cc1	x	28%	-4%	-4%	-0.2%	-7%	-1%	-1%	i	3.1
C/C(=N\NC(=O)OC(C)(C)C)c1cccc([N+](=O)[O-])c1	-12%	-2.1%	-24%	-5%	-0.7%	24%	-12%	3%	i	0.1
CCN(CC)S(=O)(=O)c1ccc(S(=O)(=O)Nc2cc3c(cc2C(C)=O)OCO3)cc1	-11%	-2.2%	-2%	-6%	-0.3%	-10%	-6%	0%	i	2.0
CCN(CC)S(=O)(=O)c1ccc2[nH]cc(C(=O)NCCN3CCCCC3C)c(=O)c2c1 (stereo not given)	-2%	0.2%	21%	5%	2.6%	-10%	12%	-1%	i	8.0
CCOc1cc2c(C)cc(=O)oc2cc1Cl	-1%	2.5%	-12%	-4%	3.9%	-16%	16%	1%	i	1.4

Complete entries as entered above. Screens in order: Salmonella PhoP GFP, KOR beta-arrestin-1, NOD1 inhibition, LYP phosphatase, HIV fusion peptide, KOR beta-arrestin-2, NOD2 inhibition, SIAH1 antagonists, Myeloid diff 2, Myeloid diff 2 GFP+ MAC1+ %
Record of CC(C)CN(C#N)c1nc(N2CCOCC2)nc(N2CCOCC2)n1 : 3%, 0.2%, 2%, -12%, 2.7%, 11%, 1%, -4%, u, x
Record of CCNC(=O)NC(=O)CSc1nnc(-c2c[nH]c3ccccc23)o1 : 1%, 3.0%, -44%, -3%, -0.8%, -15%, 0%, 13%, i, 0.2

More compounds follow.
SMILES	Salmonella PhoP GFP	KOR beta-arrestin-1	NOD1 inhibition	LYP phosphatase	HIV fusion peptide	KOR beta-arrestin-2	NOD2 inhibition	SIAH1 antagonists	Myeloid diff 2	Myeloid diff 2 GFP+ MAC1+ %
CC(C)C(=O)Nc1nc(-c2ccccc2)ns1	-3%	-5.5%	-66%	-6%	-0.9%	-9%	-66%	9%	i	1.5
Cc1cc(C(=O)N/N=C/c2ccc(O)c(O)c2O)c(C)n1-c1ccccc1	46%	0.3%	-8%	0%	24%	-8%	6%	-8%	i	0.1
CN(C)S(=O)(=O)Nc1ccccc1F	-2%	0.5%	12%	-9%	0.4%	-30%	10%	-4%	i	0.6
O=C(NN1CCOCC1)c1cc(-c2ccc(Cl)c(Cl)c2)nc2ccccc12	2%	8.1%	-13%	1%	-1.2%	33%	7%	0%	i	0.5
O=C(Nc1cc(Cl)ccc1O)c1snnc1-c1ccccc1	-9%	1.1%	60%	3%	19%	-28%	36%	-1%	i	1.1
COc1ccccc1C(=O)C1CCCN(C(=O)c2cccnc2SC)C1 (stereo not given)	-2%	x	-23%	-8%	0.1%	6%[20 µM]	10%	1%	i	0.5
O=C(COc1ccccc1Cl)NCc1ccccc1	0%	12%	-8%	-9%	1.3%	12%	-34%	2%	i	0.4
Cc1occc1C(=O)NCc1ccc2c(c1)OCO2	-5%	0.9%	-13%	0%	-0.7%	-3%	0%	-2%	i	1.0
Cc1ccc(OCc2nnc(SCC(=O)Nc3ccc4c(c3)OCCO4)n2Cc2ccco2)cc1	1%	8.0%	-1%	1%	0.6%	-5%	-3%	2%	i	0.8
O=C(O)CNC(=O)c1ccccc1F	x	-0.1%	-14%	-2%	0.3%	-16%	-3%	-5%	i	1.2
Nc1cccc(CCc2nc3ccccc3[nH]2)c1	10%	-0.6%	-16%	-7%	-1.1%	11%	-2%	4%	i	1.6
O=C(NCCCn1ccnc1)c1cn(-c2ccccc2)nc1-c1ccccc1	-3%	1.8%	-20%	-5%	-1.4%	15%	7%	4%	i	1.2
CCCOc1ccc(/C(CC)=N/NC(=O)C2(C)CC2(Br)Br)cc1 (stereo not given)	4%	2.8%	-12%	4%	0.0%	-11%	5%	-5%	i	0.3
COC(=O)c1sc(-c2ccc(C(C)(C)C)cc2)cc1NC(=O)COCC(=O)O	-6%	3.2%	0%	8%	21µM*	-40%	-4%	2%	i	0.4
CCCc1cc(=O)[nH]c(SCc2nc3ccccc3o2)n1	-2%	0.2%	-3%	-5%	-0.4%	-20%	-12%	3%	i	0.5
Cc1cnn(-c2ccc3nnc(-c4ccc(Br)cc4)n3n2)c1	-13%	-3.7%	-6%	-8%	-1.2%	12%	-20%	17%	i	0.5
CCN1CCN(C(=O)COCc2cc(-c3ccc4c(c3)OCO4)on2)CC1	2%	8.6%	-18%	-8%	-0.1%	0%	7%	-5%	i	3.4
COc1cc(/C=C2/C(=N)N3C(SC)=NSC3=NC2=O)ccc1OC(=O)c1ccco1	9%	-0.8%	-56%	-2%	60%	-45%	-23%	2%	i	3.3
Cn1c(N)c(C(=O)COC(=O)C2CC(O)CN2S(=O)(=O)c2ccc(Cl)cc2)c(=O)n(C)c1=O (stereo not given)	x	-3.2%	-8%	-7%	-1.3%	12%	-6%	-2%	i	0.7
CCN(CCNC(=O)c1ccc2nc(-c3ccccc3NC(C)=O)c(=O)[nH]c2c1)c1ccccc1	13%	-1.1%	3%	-5%	-2.3%	22%	16%	-1%	i	0.9
O=C(c1ccco1)N1CCN(C(=O)c2sccc2-c2ccccc2)CC1	-14%	-5.1%	-24%	-2%	1.0%	23%	8%	12%	i	1.4
Cc1cc(-c2ccc(C)c(S(=O)(=O)NCCCN3CCN(c4ccccc4F)CC3)c2)on1	10%	-5.8%	14%	-4%	-2.0%	-3%	20%	-9%	i	0.0
COC(=O)c1cc(NC(=O)Cn2nc(C)n3cccc3c2=O)cc(C(=O)OC)c1	-4%	-3.0%	-9%	-1%	0.6%	-25%	8%	-1%	u	x
CCOC(=O)N1CCN(C(=O)c2oc3ccc(S(=O)(=O)N(CC)CC)cc3c2C)CC1	2%	5.4%	17%	-8%	-0.2%	26%	12%	-2%	i	0.5
COC(=O)c1c(C(=O)OC)c(-c2ccc(OC)cc2)n2c1CS(=O)(=O)C2	7%	-5.1%	-3%	-3%	0.2%	23%	14%	3%	i	0.2
CCCCc1ccc(NC2=NCC(=O)N2CCc2ccccc2)cc1	x	-3.7%	-8%	-1%	-1.3%	-13%	2%	3%	i	0.6
Cc1nc(SCC(=O)Nc2ccccn2)n[nH]1	7%	1.6%	-36%	-2%	0.6%	-27%	9%	-2%	x	x
CN(C)CCNc1oc(-c2cccc(Cl)c2)nc1C#N	-3%	2.7%	-28%	-13%	1.8%	-5%	11%	2%	i	0.5
CCCSc1nnc(-c2c[nH]c3ccccc23)n1CC	5%	-1.8%	0%	-9%	1.5%	3%	-34%	0%	i	2.2
Cc1cccc(NC(=S)N/C(=N/S(=O)(=O)c2ccccc2)c2ccccc2)c1	0%	-0.7%	-29%	-3%	0.8%	-6%	-4%	2%	i	2.7&0.7
COc1ccc(O[C@H]2C=C[C@@H](c3ccccc3)O[C@@H]2CO/N=C(\C)CCN2CCCCc3nc(C)c(C)cc32)cc1	4%	7.3%	58%	3%	4.9%	-51%	-13%	-1%	x	x
Cc1cc(C)cc(Oc2coc3cc(OC(=O)c4cccs4)ccc3c2=O)c1	-5%	0.7%	-9%	-4%	-1.8%	17%	8%	-1%	i	0.7
O=S(=O)(Nc1ccc(Cl)cc1)c1cccc2nsnc12	8%	-2.7%	-1%	-8%	0.3%	6%	14%	-3%	i	0.7
Cc1cnc(NC(=O)Nc2ccc(OCc3ccccc3)cc2)c(Br)c1	-2%	0.2%	-3%	-2%	-1.9%	-26%	8%	0%	i	0.7
CSC[C@H](NC(=O)COc1cc2c(c3oc(=O)cc(C)c13)CCC(C)(C)O2)C(=O)O	5%	-3.7%	9%	-17%	0.6%	11%	3%	-2%	i	0.5
O=C(COC(=O)c1ccc[nH]c1=O)NC1CCCCCCC1	1%	-5.8%	-27%	2%	-0.1%	-12%	-3%	0%	i	0.6
O=C(NCc1ccco1)C1CC(c2c(Cl)cccc2Cl)=NO1 (stereo not given)	-8%	-1.9%	-6%	-4%	6.0%	25%	-1%	0%	i	1.5
CCCNC(=O)c1ccc2c(=O)n(Cc3ccco3)c(=S)[nH]c2c1	3%	-3.3%	-18%	0%	33%	3%	21%	96%	i	0.2
CCCN1CCN(CCCNC(=O)C2CCCN(c3nnc(-n4cccc4)s3)C2)CC1 (stereo not given)	-1%	5.7%	-22%	3%	0.9%	-7%	1%	4%	i	0.8
